HSP90 inh = inhibitors of HSP90 luciferase refolding in rabbit reticulocyte lysate. luciferase refolding luminescence, 3 h. inhibition, % at 5.6 µM. hit rate 0.91% among 290,000;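 active = inhibition above the screen-wide mean plus 3 SD, computed separately per campaign, cut at about 16% in these data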;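 also: 0% = DMSO wells and 100% = 60 µM geldanamycin wells; inhibitors lower the luminescence because luciferase stays unfolded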
HSF1 inhib = HSF1 inhibition | activity change, negative = inhibition, % at 7.5 µM (by protocol) | NIH3T3-HGL HSE-luciferase, MG132-induced, luminescence 8 h; stronger effect = lower value | AID 2098 | hit rate 0.77% among 300,000;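 active = more than half of replicate wells show activity change below -50%, luminescence cut by over half; inconclusive = some wells, but at most half, below -50%; inactive = no replicate well below -50%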;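 also: luciferase reports HSF-1 transcriptional activity via heat shock element; 0% = median of DMSO wells and -100% = zero luminescence signal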
aSyn UTR inh = 5' untranslated region of α-synuclein, MLPCN primary screen; alpha-synuclein 5'UTR reporter, inhibitor activity; hit rate 0.82% among 300,000; inhibition, % (tested at 7.5 µM); in the data active = inhibition above about 60%; inconclusive = no clear call, values can overlap the other calls;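 also: H4 neuroglioblastoma cells stably carrying SNCA 5'UTR luciferase fusion; 0% = DMSO wells and 100% = positive control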
IEC-6 tox = counter-screen for KLF5 inhibitors: cytotoxicity in IEC-6 cells | inhibition, % at 5 µM | hit rate 0.78% among 290,000 | AID 1825 | IEC-6 cytotoxicity, luminescence viability; in the data active = inhibition above about 22%;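 also: 0% = plate median of test compound wells and 100% = cytotoxic reference compound wells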
HIF act = HIF pathway transcriptional activation | activation, % at 7.5 µM (by protocol) | U2OS HRE-luciferase reporter, luminescence; normalized: DMSO 0%, desferrioxamine 100% | hit rate 0.32% among 300,000;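 active = mean activation of at least 10% of the iron chelator positive control signal, with at least half of replicates also reaching 10%; inconclusive = mean and replicate majority disagree about reaching 10%; inactive = mean and most replicates under 10%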
KLF5 inh = suppresses KLF5 promoter-driven expression. DLD-1 KLF5 promoter-luciferase reporter, luminescence. inhibition, % at 5 µM. hit rate 0.23% among 290,000. AID 1700;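 active = inhibition above a per-plate limit of that plate's mean compound inhibition plus 3 SD, cut at about 60% in these data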;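 also: 0% = DMSO wells and 100% = LY294002 at 200 µM; higher means less KLF5 promoter-driven luciferase light; inactives centre near -14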
Platelet DG rel = modulates dense granule release in human platelets; hit rate 0.22% among 300,000; AID 1663; human platelet-rich plasma, SFLLRN dense granule ATP release, luminescence; inhibition, %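 (compounds screened at 7.5 µM in platelet-rich plasma)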;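 active = mean replicate score, as percent of positive control, at or above 50; inconclusive = mean below 50 but at least one replicate at or above 50; inactive = mean and every replicate below 50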
AI-2 QS mod = Vibrio harveyi AI-2 quorum sensing modulation; Vibrio harveyi JMH597 AI-2 luminescence/OD600 ratio, 9 h; stronger effect = lower value; strain lacks LuxN and CqsS sensors; 0 = neutral-control median; activity change, % at 7.5 µM; hit rate 0.4% among 300,000; AID 2094; in the data active = activity change below about -75%, passing the limit was not always enough; inconclusive = no clear call, values can overlap the other calls;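 also: luminescence divided by OD600 gain over 9 h not by final OD600 alone; inactives centre near 13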
HSF1 activator = increases HSF-1 driven luciferase reporter signal; AID 504408; hit rate 1.7% among 300,000; NIH3T3-HGL HSF-1 luciferase reporter, MG132, 8 h; 100% = twice DMSO control signal; activation, % at 9 µM;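 active = mean replicate activation of at least 50% with a set share of replicates each reaching 50%; inconclusive = only one of those two conditions met; inactive = mean below 50% and too few replicates reaching it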;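 also: 0% = median of the neutral control wells and 100% = twice that signal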
HDAC3 inh = human HDAC3 inhibition; O15379; recombinant HDAC3, fluorogenic peptide/trypsin coupled, fluorescence; inhibition, % at 8.3 µM; hit rate 0.15% among 320,000; AID 2718; in the data active = inhibition above about 26%, passing the limit was not always enough; inconclusive = no clear call, values can overlap the other calls
Target sequence (O15379 whole entry, looked up): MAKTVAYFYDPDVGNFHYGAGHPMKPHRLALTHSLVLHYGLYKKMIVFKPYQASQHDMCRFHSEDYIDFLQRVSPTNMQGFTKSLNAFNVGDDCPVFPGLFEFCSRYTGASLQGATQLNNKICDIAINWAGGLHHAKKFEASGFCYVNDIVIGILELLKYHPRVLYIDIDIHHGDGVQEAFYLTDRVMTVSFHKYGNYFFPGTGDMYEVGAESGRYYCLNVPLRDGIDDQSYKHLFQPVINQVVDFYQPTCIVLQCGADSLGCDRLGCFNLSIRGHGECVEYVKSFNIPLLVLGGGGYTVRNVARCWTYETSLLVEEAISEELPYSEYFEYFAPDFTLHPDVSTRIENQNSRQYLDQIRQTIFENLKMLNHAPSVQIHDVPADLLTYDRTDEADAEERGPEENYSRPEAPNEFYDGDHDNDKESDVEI
* marks the source's active call; other numbers are inactive results; ? = inconclusive; / = no result given. Compounds as they come, and some 5% of all compounds hit somewhere here.

SMILES	HSP90 inh	HSF1 inhib	aSyn UTR inh	IEC-6 tox	HIF act	KLF5 inh	Platelet DG rel	AI-2 QS mod	HSF1 activator	HDAC3 inh
[O-][n+]1cccc2ncc3cscc3c21	2	-2	6	2	0.3	-10	-9	2	3	-3
Cc1ccc(N2C(=O)CSC2c2c(F)cccc2Cl)cc1 (centres undefined)	2	-6	-6	-1	-1.1	-48	0	13	3	0
CCCN(CCC)c1nc(Cl)nc(NCc2ccco2)n1	1	6	14	-4	0.4	-11	3	5	-6	-2
COc1ccc(-c2nnn(CCC(=O)O)n2)cc1	2	-3	-7	-5	-0.8	-1	-5	18	1	-1
O=C(/C=C/c1ccccc1)NC(NC(=S)Nc1ccc(Cl)cc1Cl)C(Cl)(Cl)Cl (centres undefined)	0	-2	-4	4	0.8	-39	-10	15	-4	2
COC(=O)c1cc2c([nH]c3ccccc32)c(C)n1	-2	-4	-10	6	-2.6	9	-4	31	11	/
O=C(COc1ccc2c3c(c(=O)oc2c1)CCC3)NCCCN1CCCC1=O	-2	-1	-17	-5	-0.8	-22	3	18	8	-7
O=C(CSc1nnnn1-c1ccc(C(=O)O)cc1)NC1CCCCC1	-4	-7	0	-6	0.0	-1	5	5	-8	-4
CC1=NN(c2ccc(C(=O)O)cc2)C(=O)CC1	7	-1	-46	-3	-1.3	5	0	10	-6	-2
Cc1sc2ncnc(N(C)Cc3ccco3)c2c1C	7	-8	30	9	-0.4	-20	-6	15	-10	7
CN(C)/C=C(/C(=O)c1ccc(Cl)cc1Cl)S(=O)(=O)c1ccccc1	1	13	-6	5	-0.1	-16	-1	16	28	-4
Clc1ccccc1Cn1nnc2c(NCC3CC3)ncnc21	3	1	25	3	0.4	-18	-15	14	4	9
COn1c(=O)c(-c2ccc(F)cc2)[n+]([O-])c2ccccc21	-6	-1	2	7	-9.7	-34	-1	18	44	5
Cc1ccc(S(=O)(=O)N(C)c2ccc(OC(=O)CN3C(=O)NC4(CCCC4)C3=O)cc2)cc1C	/	6	5	/	-8.6	/	4	23	-5	1
O=C1COc2ccc(S(=O)(=O)Nc3ccc(OC(F)(F)F)cc3)cc2N1	0	3	-21	10	0.0	-28	8	-94*	23	/
Cc1cccc(NC(=O)CCC(=O)Nc2nnc(C(F)(F)F)s2)c1	-1	-7	-6	-2	-0.7	-4	-6	/	14	-1
COc1cc(CNC(C)c2ccccc2)cc(Cl)c1OCC(=O)Nc1ccccc1 (centres undefined)	1	1	-25	-4	0.6	-3	3	2	18	0
CCN(c1ccccc1)S(=O)(=O)c1ccc(NC(=O)c2nc(S(C)(=O)=O)ncc2Cl)cc1	1	-2	2	100*	0.7	41	6	-1	14	1
C=CCc1cccc2cc(C(=O)NCCOC)c(=O)oc12	1	1	-6	-2	-0.6	4	-14	14	15	/
Cc1ccc(-c2noc(C3CCCN(C(=O)C4CCCCC4)C3)n2)o1 (centres undefined)	0	/	/	-3	/	-35	-8	10	/	10
COc1ccc(OC)c(/C=C2\Oc3cc(OCC(=O)N4CCC[C@H]4C(=O)O)ccc3C2=O)c1	-1	-4	5	-1	-0.5	-11	-2	21	-3	14
C/C(CC(=O)Nc1ccc(N(C)C)cc1)=N\NC(=O)c1ccc([N+](=O)[O-])cc1Cl	2	-4	18	-4	-0.5	-50	14	32	-15	3
CC(=O)c1sc(NC(=O)C2CSC3(C)CCC(=O)N23)nc1-c1ccccc1 (centres undefined)	/	-5	-1	/	-0.4	/	-3	36	0	1
Cc1ccc(C)c(C(C)NC(=O)C2C3CCC(O3)C2C(=O)O)c1 (centres undefined)	7	-12	8	15	-0.1	-17	-10	6	-13	2
CCOc1ncccc1C(=O)N1CCN(c2ccc(C(F)(F)F)cn2)CC1	3	2	1	11	-0.6	-4	0	20	-13	1

(next part)
SMILES	HSP90 inh	HSF1 inhib	aSyn UTR inh	IEC-6 tox	HIF act	KLF5 inh	Platelet DG rel	AI-2 QS mod	HSF1 activator	HDAC3 inh
CC(C(=O)O)n1c2ccccc2c2cnn(C)c(=O)c21 (centres undefined)	2	28	1	-5	-15	-12	-1	10	46	2
COC(=O)COc1ccc(S(=O)(=O)N2CCc3ccccc3C2)cc1	-2	1	-19	3	-0.3	-7	-6	17	2	2
Cc1ccc(NC(=O)NCc2ccccn2)cc1	1	0	-31	0	0.2	4	3	22	13	0
CCC(OC(=O)CCc1nc2ccccc2[nH]c1=O)C(=O)c1ccccc1 (centres undefined)	0	12	13	-4	-0.3	-9	7	11	10	0
O=C(/C=N/O)NCCCN1CCOCC1	-5	3	-7	0	-0.6	-11	3	-3	20	-6
COc1ccc(C)cc1S(=O)(=O)N(CC(=O)O)c1ccc(F)cc1	3	8	15	6	0.3	8	12	30	32	-1
CCCc1cc(=O)oc2c(C)c(OCC(=O)N3CCC[C@@H]3C(=O)O)ccc12	-1	0	4	2	-0.3	-17	15	19	11	-18
O=C(NCCN1CCOCC1)c1c[nH]c2ccc(S(=O)(=O)N3CCOCC3)cc2c1=O	-3	3	-13	-2	-0.8	1	0	8	32	1
Cc1cc(C)cc(OCCn2ccnc2)c1	-3	-5	5	1	0.3	-6	-1	20	-17	0
O=C(O)c1ccc(/C=N/Nc2ccc(F)cc2F)cc1	46*	16	-111	-5	-1.0	-50	44	14	28	4
O=C(NCc1cccs1)C1CCCN1S(=O)(=O)c1ccccc1F (centres undefined)	-2	-6	21	-3	0.3	6	-2	3	3	0
Cc1cc(C(=O)NC2CC(C)(C)Cc3c2cnn3-c2ccccc2)n[nH]1 (centres undefined)	2	-1	37	7	0.4	-19	-7	10	-3	-3
CCn1c(NCCc2ccc(OC)c(OC)c2)nc2c1c(=O)n(C)c(=O)n2C	/	1	23	/	0.2	/	-2	38	-4	1
COc1ccccc1CN1CCN(Cc2ccco2)CC1	0	-4	6	-5	-18	-23	-1	11	16	1
O=[N+]([O-])c1ccn(-c2nc(-c3ccccc3)cc(C(F)(F)F)n2)n1	-7	-7	3	-19	-0.2	6	-7	18	-10	-1
COc1cccc(CN(C)C(=O)CCNC(=O)c2ccc(Br)cc2)c1	3	3	9	-2	-0.2	-29	-6	13	34	-3
CCn1ccc(C(=O)Nc2cccc(Cl)c2)n1	-5	22	-159	6	1.7	-131	-1	-1	28	3
Cc1ccc(SCc2cn3c(C)csc3n2)cc1	12	57	19	-3	/	-82	3	37	91*	-9
Cc1ccc(S(=O)(=O)NC(=O)c2cc(C)n(CC(c3ccccc3)N(C)C)c2C)cc1 (centres undefined)	1	1	2	2	-0.2	-5	-6	16	0	0
CCCCNC(=O)N1CCCC(C(=O)c2cc(C)c(OC)c(C)c2)C1 (centres undefined)	2	1	25	3	0.7	-13	0	13	4	-5
COCC(=O)Nc1c(C(=O)N2CCCC2)oc2ccccc12	-4	-2	10	0	0.8	-45	-4	29	5	8
C=CCn1cnc2c(nnn2Cc2ccc(F)cc2)c1=O	1	2	2	-1	-0.4	-30	2	9	-1	3
CC(=O)N1CCN(S(=O)(=O)c2cccc(C(=O)NNC(=O)Cn3ccc(C(F)(F)F)n3)c2)CC1	/	-1	-11	/	0.2	/	16	5	-3	13
COc1ccc(/C=N/NC(=O)C(=O)Nc2ccccn2)cc1OC	-1	4	21	0	-0.1	-10	3	15	4	0
Cc1nn(-c2ccccc2)c(C)c1C(=O)OCC(=O)c1c(N)n(CC(C)C)c(=O)n(C)c1=O	-2	-1	-3	-8	-0.5	10	0	34	-8	5

Continuation:
SMILES	HSP90 inh	HSF1 inhib	aSyn UTR inh	IEC-6 tox	HIF act	KLF5 inh	Platelet DG rel	AI-2 QS mod	HSF1 activator	HDAC3 inh
COCC(=O)Nc1ccc(-c2cn3cccnc3n2)cc1	-2	4	-55	1	0.1	-41	1	12	-4	-125
COC(=O)CSc1ncnc2c1sc1nc3c(cc12)COC(C)(C)C3	2	-10	31	0	-3.6	-12	11	20	-15	-6
CCCCNC(=O)c1ccccc1NS(=O)(=O)c1ccc2c(c1)OCCO2	0	0	18	-1	-0.3	6	-2	9	5	-4
Cn1nc(SCC(=O)O)sc1=S	-5	-10	13	1	-0.1	0	1	17	-9	5
O=C(COC(=O)Cc1cccs1)Nc1cccc(S(=O)(=O)N2CCOCC2)c1	/	-3	-12	/	0.0	/	6	-12	-2	/
Clc1ccc(OC2CCN(Cc3nc(CC4CC4)no3)CC2)cc1	-1	1	4	-3	-0.8	-18	-2	11	-1	-2
CCc1c(O)nc(SCC(=O)N2CCOCC2)n(-c2ccccc2)c1=O	2	-9	-1	3	-0.2	-11	-5	19	5	?
O=C(CCSc1ccccc1)NC1CCCCCC1	5	28	-5	2	1.0	-40	-7	-63	25	-1
Cn1c(=O)n(C)c2cc(NS(=O)(=O)c3ccc(F)cc3)ccc21	-4	9	-1	1	-0.1	-24	-5	6	10	-15
c1ccc(Cn2nnnc2CN2CCN(Cc3ccc4c(c3)OCO4)CC2)cc1	0	5	3	0	-0.4	0	8	27	-20	7
COc1cccc(CN2C(=O)CN(C3CCCCC3)C(=O)C2c2ccc(F)cc2)c1 (centres undefined)	3	-8	10	-4	0.2	28	-5	20	-14	1
Cc1cccc(CCNC(=O)COc2cc(=O)n(C)c3ccccc23)c1	4	9	6	5	0.1	-5	3	13	-18	9
O=C(NC1(C(F)(F)F)C(=O)Nc2c1c(=O)[nH]c(=O)n2Cc1ccco1)C1CCCCC1 (centres undefined)	-3	6	17	-1	-0.3	-12	2	13	1	2
CCCCC1(CC(=O)OC)C(=O)N(c2ccccc2)N(c2ccccc2)C1=O	-1	-5	4	-3	0.0	-12	6	22	3	5
CCC(C)n1c(SCC(=O)NCCc2ccc(S(N)(=O)=O)cc2)nc2ccsc2c1=O (centres undefined)	1	-5	3	7	0.0	5	-2	11	-4	1
C/C(CC(=O)Nc1ccc(Cl)c(C(F)(F)F)c1)=N\NC(=O)c1cnccn1	-1	17	-9	4	0.5	-38	-3	6	44	5
O=C(CSc1nnc(-c2ccc(Cl)cc2)n1Cc1ccco1)c1cccs1	-1	17	-54	2	-0.3	-15	-3	-3	19	1
Cc1ccc(N2/C(=N/c3nc(C)cc(C)n3)NC(=O)CC2C(=O)O)cc1 (centres undefined)	5	-9	12	0	0.0	-30	1	0	8	2
Cc1nc(C#N)c(N/N=C/c2c(F)cccc2Cl)o1	0	8	-62	4	1.4	-16	27	8	14	-2
COc1ccc(CCNC(=O)CCc2ccccc2)cc1OC	/	1	-15	/	0.0	/	-13	-3	-4	-4
O=C(Nc1ccccc1C(=O)NCCCn1ccnc1)c1ccc(Cl)cc1Cl	-1	-5	9	-1	0.0	-15	-8	21	17	-3
COC(=O)NCC1(C)CC(NC(=O)OC)CC(C)(C)C1 (centres undefined)	-5	-1	12	-2	0.0	-8	-2	7	26	-1
O=C(Nn1c(COc2ccccc2)nc2ccccc2c1=O)C(Cl)(Cl)Cl	-1	10	-5	7	2.0	-24	2	6	16	5
COC(=O)C1CCCN1C(=O)COc1ccc(Cl)cc1Br (centres undefined)	-2	-9	-2	5	0.6	-7	-7	-5	8	-3
